HEK293 tox: cytotoxic compounds in HEK 293 cells; HEK 293 viability, ATP luminescence (CellTiter-Glo), 48-72 h; Potency, µM (highest dose often 115 µM), for inactives: at the top dose activity change, negative = cytotoxicity, most hits filed as inhibitors; 6.6% of 94,000 active; note: potency is the fitted concentration of half-maximal effect; nearly all actives have a fitted effect of over 60% in size
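CellTiter-Glo luminescence (cellular ATP) was read after 48 or 72 hr of compound exposure at 37 degree Celsius. Cells were HEK 293 plated at 250 cells/well.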
IP6K1 inhibitor: inhibitors of human IP6K1; 0.81% of 140,000 active; activity change, % (series mostly up to about 58 µM); IP6K1 kinase, ADP-Glo luminescence, 2 h; active compounds read low; in the data active = activity change below about -25%
Target sequence (Q92551 whole entry, looked up): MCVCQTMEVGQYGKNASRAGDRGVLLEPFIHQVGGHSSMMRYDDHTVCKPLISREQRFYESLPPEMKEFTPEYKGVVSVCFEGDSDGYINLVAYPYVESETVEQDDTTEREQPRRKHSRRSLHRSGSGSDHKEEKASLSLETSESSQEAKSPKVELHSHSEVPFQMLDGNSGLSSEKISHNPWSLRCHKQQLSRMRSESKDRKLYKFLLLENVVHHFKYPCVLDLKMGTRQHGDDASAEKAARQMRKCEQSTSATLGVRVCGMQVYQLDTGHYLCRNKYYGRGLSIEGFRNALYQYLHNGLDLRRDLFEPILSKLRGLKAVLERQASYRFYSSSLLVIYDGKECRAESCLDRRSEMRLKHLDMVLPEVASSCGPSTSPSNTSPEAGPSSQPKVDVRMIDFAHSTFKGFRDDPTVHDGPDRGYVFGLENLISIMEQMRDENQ
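ADP-Glo luminescence measures ADP made by human IP6K1 during a 2 h RT reaction with ATP/IP6 (mix at 1.3 mM/130 uM); top library doses 57.5 and 19.1 uM final.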
FLuc inh: blocks purified firefly luciferase enzyme activity; 2.5% of 76,000 active; Potency, µM (series often up to 115 µM), for the others: at the top dose activity change, negative = inhibition, actives largely listed as inhibitors; purified P. pyralis luciferase, luminescence, biochemical; P08659; note: potency is the fitted concentration of half-maximal effect; nearly all actives have a fitted effect of over 65% in size
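Luminescence read by CCD imaging after purified firefly luciferase (10nM final) was added to substrate buffer holding 10uM D-luciferin and 10uM ATP, pH 7.5, pre-dosed with compound.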
SNCA expr inh: reduces expression of the alpha-synuclein gene; HEK-293 SNCA-luciferase knock-in, luminescence, 24 h; Potency, µM (top dose mostly 57.2 µM), inactives show top-dose activity change, negative = inhibition, actives largely listed as inhibitors; 0.17% of 140,000 active; AID 1671194;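 note: potency is the fitted concentration of half-maximal effect; plate controls were DMSO cells for no effect and cell-free wells for full effect; nearly all actives have a fitted effect of over 45% in size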
3T3 cytotox: cytotoxic compounds in NIH 3T3 cells; Potency, µM (doses to about 96.7 µM), for inactives: top-dose activity change, negative = cytotoxicity, most hits filed as inhibitors; 4.3% of 94,000 active; NIH 3T3 viability, CellTiter-Glo ATP luminescence, 48-72 h; AID 1345082; note: potency is the fitted concentration of half-maximal effect; nearly all actives have a fitted effect of over 55% in size
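Luminescent ATP readout (CellTiter-Glo, 10 min RT) after 48 or 72 hr compound exposure of NIH 3T3 cells seeded at 400 cells/well in 1536-well format; quantitative HTS.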
SNCA viab count: counter-screen for SNCA expression inhibitors: cell viability; HEK-293-SNCA-luc viability, GF-AFC fluorescence, 24 h; Potency, µM (doses to about 57.1 µM), without a hit: at the top dose activity change, negative = cytotoxicity, hits mostly cytotoxic; 0.12% of 150,000 active; AID 1671193;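 note: potency is the fitted concentration of half-maximal effect; 0% = DMSO-treated cells and -100% = medium-only wells without cells; nearly all actives have a fitted effect of over 30% in size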
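HEK-293-SNCA-luc cells (1500/well) plated 24 h, then exposed 24 h to a dilution series; GF-AFC added 30 min at 37C, fluorescence 405/540 nm; normalised to medium-only and DMSO wells, Hill fit.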
GPT2 inh: GPT2 alanine aminotransferase inhibition; Q8TD30; 0.25% of 100,000 active; Recombinant GPT2, coupled pyruvate oxidase/HRP Amplex Red fluorescence; Potency, µM (series often up to 57.7 µM), for inactives: at the highest dose activity change, negative = inhibition, most hits filed as inhibitors; note: potency is the fitted concentration of half-maximal effect; nearly all actives have a fitted effect of over 60% in size; many of its hits are not listed in these tables
Target sequence (Q8TD30 whole entry, looked up): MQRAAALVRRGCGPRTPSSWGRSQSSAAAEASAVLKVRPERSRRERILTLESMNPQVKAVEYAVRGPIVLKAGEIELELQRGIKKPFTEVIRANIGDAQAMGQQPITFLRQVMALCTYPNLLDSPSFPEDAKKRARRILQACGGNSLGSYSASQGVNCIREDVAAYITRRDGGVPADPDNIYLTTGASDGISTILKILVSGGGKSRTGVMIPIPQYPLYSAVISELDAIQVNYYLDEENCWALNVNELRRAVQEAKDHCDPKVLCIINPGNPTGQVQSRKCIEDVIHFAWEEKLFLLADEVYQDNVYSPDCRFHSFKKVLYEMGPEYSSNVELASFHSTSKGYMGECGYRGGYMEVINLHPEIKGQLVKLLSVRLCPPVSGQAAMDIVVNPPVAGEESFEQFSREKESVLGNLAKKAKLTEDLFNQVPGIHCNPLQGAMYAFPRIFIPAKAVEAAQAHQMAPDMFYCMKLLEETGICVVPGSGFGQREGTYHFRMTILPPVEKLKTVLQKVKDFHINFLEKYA
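Fluorescence read-out: pyruvate from GPT2 turnover coupled to pyruvate oxidase, HRP and Amplex Red (0.2mM ThPP, 0.2U/mL PO and HRP, 50uM Amplex final). Substrates 250uM a-KG, 2mM L-alanine; enzyme 10ng/uL; 30 min RT.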
Active calls of the source: *; i = inactive; ? = inconclusive; nt = not tested or not shown; [ ] = remark or other dose. Unless noted, calls come from the whole dose curve; as a rule, active = well fitted curve in the direction sought with a large enough effect; inconclusive = small, poorly fitted or top-dose-only effect, or another doubt; inactive = no such curve, though single readings can be large; an effect the other way counts as inactive or inconclusive. Unless noted, % is set by controls: 0 for no effect and ±100 for the full control effect.

Molecule	HEK293 tox	IP6K1 inhibitor	FLuc inh	SNCA expr inh	3T3 cytotox	SNCA viab count	GPT2 inh
CN(CC(=O)N1CCC2(CCNCC2)CC1)Cc1cccnc1	-8%	5	0%	1%	1%	-2%	i[11.5 µM]
Cc1ccc(C(=O)N2CCC3(CC2)N=C(c2ccc(Cl)cc2)NO3)cc1	?	-3	?	-6%	-12%	6%	i
O=C(NCc1cccnc1Oc1ccccc1F)c1cnc2ccccn12	?	16	3%	-30%	?	8%	i
Cc1cc(F)c(C(=O)Nc2cccc(-c3nncn3C(C)C)n2)cc1-n1cnc(C2CC2)c1	nt	-35*	nt	nt	nt	?	i
CCNC(=O)OC1CCN(C(=O)c2cc3ccccc3s2)CC(=O)N(C)c2ccccc21 (configuration not stated)	?	-8	nt	nt	?	nt	nt
CN1C(=O)CS(=O)C12CCN(C(=O)Cc1cccc(F)c1)CC2 (configuration not stated)	i	-10	-6%	10%	i	-1%	-14%
COCc1nnc(NC(=O)CN2CCN(c3nccnc3C#N)CC2)s1	-19%	-4	-3%	3%	-11%	-2%	-1%
COc1cc(C(=O)OC[C@H]2O[C@H](O[C@@]3(CO)O[C@@H](CO)[C@H](O)[C@H]3O)[C@H](O)[C@@H](O)[C@@H]2O)ccc1O	nt	12	nt	nt	nt	2%[23.9 µM]	2%[27.3 µM]
CCc1csc(CNC(=O)c2ccc(N3CCSCC3)nc2)n1	?	-6	-9%	71%[activator]	-33%	-18%	1%
Cc1cc(Cl)cc(Cl)c1CNCC1(O)CCCNC1 (configuration not stated)	?	31	13%	3%	?	6%	2%
COCc1ccc2c(c1)c(OC(C)(C)C(=O)N1CCOCC1)nn2Cc1cccnc1	-9%[172 µM]	-4	-10%[172 µM]	2%[87.6 µM]	32µM*	8%[87.6 µM]	2%[88.5 µM]
COc1ccccc1CNC(=O)CSc1nc(=O)[nH]c2c1CCCC2	nt	8	nt	?	nt	-13%	nt

Next part (five carried over from the part before).
Molecule	HEK293 tox	IP6K1 inhibitor	FLuc inh	SNCA expr inh	3T3 cytotox	SNCA viab count	GPT2 inh
COc1cc(C(=O)OC[C@H]2O[C@H](O[C@@]3(CO)O[C@@H](CO)[C@H](O)[C@H]3O)[C@H](O)[C@@H](O)[C@@H]2O)ccc1O	nt	12	nt	nt	nt	2%[23.9 µM]	2%[27.3 µM]
CCc1csc(CNC(=O)c2ccc(N3CCSCC3)nc2)n1	?	-6	-9%	71%[activator]	-33%	-18%	1%
Cc1cc(Cl)cc(Cl)c1CNCC1(O)CCCNC1 (configuration not stated)	?	31	13%	3%	?	6%	2%
COCc1ccc2c(c1)c(OC(C)(C)C(=O)N1CCOCC1)nn2Cc1cccnc1	-9%[172 µM]	-4	-10%[172 µM]	2%[87.6 µM]	32µM*	8%[87.6 µM]	2%[88.5 µM]
COc1ccccc1CNC(=O)CSc1nc(=O)[nH]c2c1CCCC2	nt	8	nt	?	nt	-13%	nt
NC1CCN(C(=O)C2CCCN(c3nc(-c4ccccc4)nc4c3CCC4)C2)CC1 (configuration not stated)	?	16	12%	-19%	28µM*	-9%	i[11.5 µM]
Cc1ccc(C)c(N2CCN(c3ncnc4c3nc3n4CCCC3)CC2)c1	nt	-30*	nt	23%	nt	-19%	nt
N#Cc1ccc(CSc2nnc(-c3ccc(Br)cc3)o2)cc1	nt	10	nt	-4%	nt	-2%	nt
CCC(c1cccs1)N1C(=O)[C@H]2CN(S(=O)(=O)c3cccnc3)C[C@H]2C1=O (some centres not stated)	0%	-6	2%	-12%	-13%	13%	i
Cc1ccc(C(=O)Nc2ccccc2C(=O)OCc2cc(=O)n3nc(C4CC4)sc3n2)cc1	nt	8	nt	34%[activator]	nt	-17%	nt
COC(=O)C1=C(C)N=C2SC=C(CC(=O)NCCc3ccccc3)N2C1c1cccc(OC)c1 (configuration not stated)	45µM*	12	-22%	2%	?	1%	-14%
CCC1Oc2ccc(NC(=O)Cc3ccc(F)cc3)cc2CN(Cc2ccc(OC)cc2)C1=O (configuration not stated)	?	18	-11%	-26%	?	-4%	i
O=C(c1cnn2cc(CCO)cnc12)N1CCc2c(nc[nH]c2=O)C1	i	7	2%	-2%	1%	1%	i
COc1ccc(-c2cc(N3CCCN(C(=O)c4cc5ccccc5[nH]4)CC3)n[nH]2)cc1	45µM*	-10	?	60%[activator]	35µM*	-11%	i
Cc1ccc2[nH]c(CN3CC[C@H]4NCCC[C@]4(CO)C3)cc(=O)c2c1	-23%	7	12%	-1%	-7%	-6%	-2%
COc1ccc(C(=O)NC2CCN(c3cc(-c4ccccc4)[nH]n3)CC2)c(OC)c1	79µM*	-4	1%	-9%	?	-10%	i
CCOC(=O)CSc1nc2cc3c(cc2c(=O)n1CCCC(=O)NCCc1ccc(OC)c(OC)c1)OCO3	nt	42	nt	?	nt	-8%	nt
Cc1cccc(S(=O)(=O)N2CCC(n3cnnc3C(C)C)CC2)c1	-28%	2	3%	-9%	-18%	1%	i
CCNC(=O)c1cccnc1OC1CCN(C(=O)c2ccc(C)cc2)C1 (configuration not stated)	5%	10	0%	5%	-1%	-4%	i
O=C(CCc1nc(C2CCCN2C(=O)c2n[nH]c3ccccc23)no1)NCc1ccccc1 (configuration not stated)	9%	18	-3%	1%	i	-8%	i
Cc1ccc(C)c(N2CCN(C(=O)CCc3conc3-c3ccccc3)CC2)c1	?	1	2%	2%	?	-6%	i
COc1ccc(-c2nc(Cn3c(-c4ccccc4)nc(C)c(CCO)c3=O)c(C)o2)cc1	i	-1	-4%	-12%	i	8%	i
CN1CCN(c2nc3c(c(=O)[nH]2)CCN(Cc2ccc(C#N)cc2)CC3)CC1	10%	2	10%	3%	4%	-1%	i
Cn1c(=O)[nH]cc(CC(=O)N2CCOCC(O)C2)c1=O (configuration not stated)	-2%	0	1%	-10%	i	0%	i
COC[C@@H]1CN(C(=O)CCc2c(C)nn(C)c2C)C[C@H]1c1ccccn1	0%	3	-5%	2%	i	5%	3%
Cc1ccc(NC(=O)Cn2c(=O)n(Cc3nc(C)no3)c(=O)c3cc4c(cc32)OCO4)cc1	nt	1	nt	-25%	nt	0%	nt
COC1C(OC(=O)/C=C/C=C/C=C/C=C/C(=O)O)CCC2(CO2)C1C1(C)OC1CC=C(C)C (configuration not stated)	nt	8	nt	nt	nt	1%[23.9 µM]	1%[27.3 µM]
CC(=O)N1CCc2c(sc3c2c(=O)n(-c2cccc(Cl)c2)c(=O)n3Cc2ccc(F)cc2Cl)C1	nt	-1	nt	-8%	nt	-12%	nt
Cc1cn2nc(C(=O)Nc3ccc(C)c(F)c3)cc2c(N2CCSCC2)n1	?	10	5%	-7%	?	-6%	-4%
Cc1ncoc1C(=O)N1CCOC(Cc2cccc(C(F)(F)F)c2)C1 (configuration not stated)	?	3	-20%	15%	?	2%	-12%
CCn1ccc(-c2c(-c3ccccc3)ncn2CCN(C)S(C)(=O)=O)n1	i	2	9%	19%	-1%	-9%	i
COc1ccc(NC(=O)CCCN2C(=O)COc3ccc(C)cc32)cc1OC	nt	-14	nt	37%[activator]	nt	-5%	nt
COc1ccc(Nc2oc(/C=C/c3cccc(OC)c3)nc2C#N)cc1	nt	3	nt	10%	nt	?	nt
CC(=O)c1ccc(NC(=O)c2nn(C)c3c2CS(=O)(=O)c2ccccc2-3)cc1	nt	-3	nt	?	nt	9%	nt
O=C(NCc1cccc(Br)c1)c1cccn1-c1nnc(N2CCCCC2)s1	nt	-10	nt	?	nt	-21%	nt
O=C(c1ccc(Br)cc1)N1CCC(n2cnnc2C2CC2)CC1	-5%	-4	10%	12%	-1%	-10%	i
COc1ccc(C(=O)N2CC(Oc3ccc(F)c(F)c3)C2)cc1	?	-12	nt	-21%	?	-20%	i
O=C([C@@H]1C[C@H](Oc2ccccc2)CN1C(=O)C1CCCC1)N1CCCC1	1%	3	1%	-4%	-10%	2%	?
NC(=O)[C@@H](Cc1c[nH]c2ccccc12)NC(=O)[C@@H]1C[C@@H](NS(=O)(=O)c2cccs2)CCN1C(=O)[C@@H](O)[C@H](O)C(=O)O	i	-3	-1%	26%	3%	-3%	i
COc1cc(NC(=O)CC(c2cccs2)N2Cc3ccccc3C2=O)cc(OC)c1OC (configuration not stated)	nt	-6	nt	-8%	nt	-11%	nt
CC(C)C[C@@H]1N[C@H](C(=O)NCc2ccccn2)Cc2c[nH]c3cccc1c23	28µM*	8	-14%[172 µM]	?	?	-30%[87.6 µM]	1%[88.5 µM]
CCc1ccc(Nc2nn3c(=O)c4cc5c(cc4nc3s2)OCO5)cc1	nt	1	nt	36%[activator]	nt	15%	nt
COCCNC(=O)c1ccc(CN2C(=O)NC3(CCS(=O)(=O)CC3)C2=O)cc1	7%	-2	1%	3%	-1%	-2%	i
CCC(C)NC(=O)C1CCN(C(=O)c2ccc(-c3ccccc3OC)cc2)CC1 (configuration not stated)	?	7	nt	?	?	-3%[12.5 µM]	-7%
C=C1[C@@H](C2=CC(=O)OC2)CC[C@@]2(O)[C@@H]1CC1[C@H]2CC[C@@H]2C[C@@H](O[C@H]3O[C@@H](C)[C@@H](O[C@@H]4O[C@H](CO[C@@H]5O[C@H](CO)[C@@H](O)[C@H](O)[C@H]5O)[C@@H](O)[C@H](O)[C@H]4O)[C@H](OC)[C@H]3O)CC[C@]12C (some centres not stated)	nt	6	nt	nt	nt	-26%[12.5 µM]	i
O=C(COc1ccc(F)cc1)N1CC(c2nnc(-c3ccncc3)o2)C2(CCOCC2)C1 (configuration not stated)	-4%	22	-3%	-9%	-16%	4%	i
O=C(C[C@@H]1C[C@H]2O[C@H](CNC3CCOCC3)[C@@H](O)[C@H]2O1)N1CCOCC1	-18%[172 µM]	4	3%[172 µM]	3%[87.6 µM]	-14%[174 µM]	7%[87.6 µM]	-12%[88.5 µM]
CC#CC(=O)N1CCCC(C(=O)Nc2ccc(-c3cccc(OC)c3)cc2)C1 (configuration not stated)	?	0	?	57%[activator]	?	-11%	i
CC1(CCCCN2CCOCC2)COc2ccc(C(=O)Nc3ccc4[nH]ccc4c3)cc2N1 (configuration not stated)	?	2	12%	?	-29%	1%	i
COc1ccc(OC)c(CCNC(=O)c2nn(C)c3c2CSc2ccccc2-3)c1	nt	-3	nt	-21%	nt	10%	nt
CCC(CC)C(=O)N1CCCN(S(C)(=O)=O)c2ccccc21	-2%	0	-5%	10%	5%	7%	i
CCC(C)NC(=O)c1cccc(NC(=O)c2nsc3ccccc23)c1 (configuration not stated)	nt	44	nt	4%	nt	13%	nt

Screens (PubChem BioAssay)

Not a hit list; any-hit rate near 7.7%.
